Bioassay records from PubChem BioAssay.
UPR CHOP act: activators of apoptotic arm of unfolded protein response (CHOP); CHO-CHOP luciferase reporter, UPR activation, luminescence; percent of tunicamycin response over DMSO baseline; 330,000 tested, 0.34% active; activation, % at 10 µM;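 active = at 10 µM dose, activation of 40% or more, normalized to positive control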;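 note: 100% = tunicamycin at 10 µg/mL and 0% = DMSO alone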
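Test system: CHO-CHOP cells, stable luciferase reporter of PERK-eIF2a-CHOP signalling | Quantity: 500 CHO-CHOP cells per well | Buffer or medium: F12 plus 10% serum | Compound dosing: 10 µM single point, 0.5% DMSO | Schedule: 6 h compound treatment, 37 °C | Signal: Luciferase luminescence | Control set: Tunicamycin high control, DMSO low control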
XBP1 UPR activ: activators of adaptive arm of unfolded protein response (XBP1) | CHO-XBP1 luciferase reporter, IRE1-XBP1 UPR activation, luminescence; percent of tunicamycin response, DMSO as zero | activation, % at 20 µM | 330,000 tested, 0.33% active | AID 463104;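 active = versus positive control, 20 µM dose yields 30% or more activation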;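 note: 100% = tunicamycin at 10 µg/mL and 0% = DMSO only wells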
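Material: CHO cell line with stable XBP1 luciferase reporter; buffer or medium: F12 medium containing 10% fetal bovine serum; compound: single point, 20 µM final compound, 1% DMSO; incubation: 6 h treatment, 37 °C; measured by: glow luminescence from Steady-Glo reagent; evaluation: activation, % of tunicamycin; control set: tunicamycin high, DMSO low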
tim23-1 inh: growth inhibitors of tim23-1 mutant yeast; S. cerevisiae tim23-1 growth, BacTiter-Glo luminescence, 24 h; inhibition, % at 20 µM; 330,000 tested, 1.3% active; AID 463212;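 active = growth inhibition of the mutant yeast at or above 50%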;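 note: temperature-sensitive mutant grown at 25 °C; plate controls were DMSO-treated mutant yeast for no effect and medium wells lacking yeast for full effect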
Jurkat NFkB inh: lowers PMA/ionomycin-induced NF-kB signal in Jurkat cells; PMA/ionomycin-induced NF-kB luciferase reporter, luminescence; inhibition, % at 4 µM; 330,000 tested, 0.53% active; in the data active = inhibition above about 50%
Mdm2 MdmX PPI: disrupts the human Mdm2-MdmX interaction; SaOS-2 split-luciferase Mdm2/MdmX complementation, luminescence; inhibition, % at 8 µM; 330,000 tested, 3% active;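 active = inhibition of at least 50% at 8 µM in the primary screen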
APJ ag: activates the human apelin receptor APJ. P35414. CHO-K1 APJ PathHunter beta-arrestin, luminescence; 0% DMSO wells, 100% apelin. 330,000 tested, 0.11% active. AID 2520. activation, % at 20 µM;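 active = activation more than six SD over the plate average, tested at 20 µM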;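 note: 0% = DMSO alone and 100% = apelin-13 at 10 nM; some results filed as inactive read as strong as hits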
Target sequence (P35414 whole entry, looked up): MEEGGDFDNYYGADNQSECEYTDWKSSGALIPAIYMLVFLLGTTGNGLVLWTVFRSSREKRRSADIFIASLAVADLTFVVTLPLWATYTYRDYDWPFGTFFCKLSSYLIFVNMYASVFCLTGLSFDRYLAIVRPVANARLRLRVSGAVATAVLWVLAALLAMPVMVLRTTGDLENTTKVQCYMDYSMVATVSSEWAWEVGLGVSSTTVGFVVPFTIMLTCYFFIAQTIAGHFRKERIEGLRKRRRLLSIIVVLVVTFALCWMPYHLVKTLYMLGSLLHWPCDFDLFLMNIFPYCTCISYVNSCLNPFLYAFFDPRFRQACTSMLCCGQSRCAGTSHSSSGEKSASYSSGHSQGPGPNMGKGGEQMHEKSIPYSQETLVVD
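Assay system: CHO-K1 cells stably expressing ProLink-tagged human APJ and arrestin–beta-gal acceptor. Compound dosing: 20 µM single point, 1% DMSO. Times: 16-18 h seeding, 90 min dark compound exposure, 60 min detection. Detection: beta-gal luminescence. Evaluation: APJ–arrestin association signal. Controls: negative DMSO alone, positive Apelin-13 at 10 nM.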
APJ antagonist: blocks the human apelin receptor APJ; 330,000 tested, 0.32% active; CHO-K1 APJ beta-arrestin complementation, luminescence; inhibition, % at 20 µM; P35414;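 active = inhibition above about 40% at 20 µM, limit read from the data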;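 note: cells challenged with 10 nM apelin-13 agonist together with compound; plate controls were apelin-13 plus DMSO wells for no effect and DMSO wells lacking apelin-13 for full effect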
697 NFkB inh: inhibitors of the PMA/ionomycin-induced NF-kB reporter in 697 B cells | inhibition, % at 4 µM | 330,000 tested, 0.33% active | AID 435022 | 697 B-cell NF-kB luciferase reporter, 16 h; in the data active = inhibition above about 35%
An asterisk follows results filed as active.

#	mol	UPR CHOP act	XBP1 UPR activ	tim23-1 inh	Jurkat NFkB inh
1	O=C(Cn1c(NCCO)nc2ccccc21)NCC1CCCO1 (stereo not given)	-1.5	-5	9	4
2	CN(C(=O)CSc1nc2ccc([N+](=O)[O-])cc2s1)C1CCS(=O)(=O)C1 (stereo not given)	-1.1	-2	28	-2
3	COc1ccc(CNC(=S)Nc2ccc3nc(N4CCOCC4)cc(C)c3c2)cc1	1.6	-2	19	-52
4	Cc1ccc2c(c1)/C(=N/OS(=O)(=O)c1ccccc1)CCS2	1.5	0	2	2
5	O=C(c1ccccc1)N1CC(COc2ccccc2)OC(c2ccco2)O1 (stereo not given)	0.4	-3	34	-9
6	Cc1cc(C)c(N2C(=O)C3C4CC(=O)C(c5ccccc54)C3C2=O)c(C)c1 (stereo not given)	-1.1	-1	5	14
7	COc1ccc(C2/C=C\CN(S(=O)(=O)c3ccc(C)cc3)CC(=O)N2Cc2ccc(F)cc2)cc1 (stereo not given)	-1.3	-1	14	14
8	Cc1cc(C(=O)OCC(=O)NCCc2ccccc2)c(C)o1	-2.1	-3	4	-8

#	Mdm2 MdmX PPI	APJ ag	APJ antagonist	697 NFkB inh
1	-36	0	4	17
2	-11	0	-21	12
3	15	2	-1	-44
4	14	6	-16	15
5	4	-3	-10	-4
6	13	0	23	15
7	-20	-8	-2	-3
8	11	-2	11	11

(more compounds)
#	mol	UPR CHOP act	XBP1 UPR activ	tim23-1 inh	Jurkat NFkB inh
9	COC(=O)c1c(C)[nH]c(C(=O)CN2CCOCC2)c1C	-0.8	0	-7	1
10	COc1ccc(N2C(=O)CSC2c2ccccc2F)c(OC)c1 (stereo not given)	-1.8	-1	16	25
11	Fc1ccc2c(c1)C(c1ccncc1)=NNC(c1ccc(Cl)cc1)=N2	-2.0	-2	-6	-3
12	COc1ccc2c(c1OC)C(=O)OC2CC(=O)c1ccc2c(c1)OCO2 (stereo not given)	-2.0	-1	4	5
13	Cc1cccn2c(=O)c3cc(C#N)c(=O)n(CCCN4CCOCC4)c3nc12	2.3	0	0	-1
14	Cc1c(C#N)c(=O)c(-[n+]2ccccc2)c([S-])n1-c1ccc(Cl)cc1	-0.4	0	16	-4
15	COc1ccccc1NC(=O)NNC(=O)c1ccc2ccccc2c1	0.5	-5	-5	15
16	COC(=O)c1ccc(C)c(NC(=O)CN2C(=O)c3ccccc3S2(=O)=O)c1	1.4	-2	12	-8

#	Mdm2 MdmX PPI	APJ ag	APJ antagonist	697 NFkB inh
9	-17	-2	14	2
10	23	-3	12	8
11	21	-3	21	4
12	-11	-4	0	19
13	16	-4	14	15
14	-1	-4	12	3
15	17	-4	7	17
16	-5	2	13	12

Further compounds follow.
#	mol	UPR CHOP act	XBP1 UPR activ	tim23-1 inh	Jurkat NFkB inh
17	CNC[C@@H]1Oc2c(NS(C)(=O)=O)cccc2C(=O)N([C@@H](C)CO)C[C@H]1C	0.1	-1	-9	1
18	CCOc1ccc(CCNC(=O)Cn2cccc2C(=O)c2ccccc2C)cc1OCC	4.9	-1	29	8
19	CC(=O)Nc1nnc(SCc2ccccc2F)s1	4.5	4	21	0
20	O=C(Nc1ccc2c(c1)OCCO2)c1cccc(S(=O)(=O)N2CCOCC2)c1	1.4	1	19	-45
21	Cc1nc(NC(=O)C23CCC(C)(C(=O)O2)C3(C)C)sc1C (stereo not given)	-0.2	0	23	-11
22	CCN(CC)S(=O)(=O)c1cccc(-c2nnc(SCC(=O)NC3CCCC3)n2N)c1	0.8	1	0	-3
23	CC1(C)C(=O)Nc2ccccc2N1C(=O)c1ccc([N+](=O)[O-])cc1	-0.8	-3	8	-5
24	Cc1n[nH]c(C)c1S(=O)(=O)N1CCCC(C(=O)NCc2ccccc2Cl)C1 (stereo not given)	-0.9	-1	12	15

#	Mdm2 MdmX PPI	APJ ag	APJ antagonist	697 NFkB inh
17	-13	-3	5	8
18	26	1	-15	-6
19	-27	-3	-9	-28
20	2	-2	3	-39
21	14	-2	3	2
22	-7	0	21	9
23	9	0	-26	-11
24	1	0	-17	-40

The list continues:
#	mol	UPR CHOP act	XBP1 UPR activ	tim23-1 inh	Jurkat NFkB inh
25	C=CCNC(=O)C12CC3(C)CC(C)(CC(C)(C3)C1)C2	-1.8	-5	29	3
26	O=C(CSc1nc2ccccc2c(=O)n1CC1CCCCC1)N1CCOCC1	-0.2	-2	44	3
27	CCN(C(=O)COC(=O)C1=COCCO1)c1c(N)n(Cc2ccccc2)c(=O)[nH]c1=O	0.2	-3	5	9
28	Cc1ccc(C(=O)CC2(O)C(=O)Nc3ccccc32)s1 (stereo not given)	-2.5	-3	6	-10
29	COc1ccc(C(=O)Nc2ccc(O)c3ccccc23)cc1OC	-0.1	3	13	10
30	O=C(COC(=O)/C=C/c1ccccc1)NC1CC1	2.0	1	12	-12
31	O=C(Nc1ccccc1)Oc1ccc[nH]c1=O	0.3	-6	1	-3
32	COc1ccc(N2Cc3ccccc3C2=NC(=O)c2cccc([N+](=O)[O-])c2)cc1	4.6	0	32	-21

#	Mdm2 MdmX PPI	APJ ag	APJ antagonist	697 NFkB inh
25	-6	5	2	6
26	-23	-3	-1	-22
27	5	-1	17	5
28	7	3	9	-8
29	37	7	-19	5
30	9	-4	-5	4
31	20	-3	-6	4
32	-39	2	-51	-94

Continuation.
#	mol	UPR CHOP act	XBP1 UPR activ	tim23-1 inh	Jurkat NFkB inh
33	Cc1ccc(OCCC(=O)OCC(=O)NC2CCCC(C)C2C)cc1 (stereo not given)	-2.1	-2	38	6
34	COc1ccc(NC(=O)CN(C)C(=O)c2cn(-c3ccccc3)nc2-c2ccc(OC)cc2)cc1	1.4	-3	27	-6
35	CCOCCCNC(=O)c1oc2ccc3c(c2c1C)C(O)CC(C)(C)O3 (stereo not given)	0.1	2	-1	-10
36	O=S(=O)(Nc1ccc(Br)cn1)c1ccc2ccccc2c1	0.7	0	17	-1
37	CCOc1ncccc1C(=O)N1CCN(Cc2ccc3c(c2)OCO3)CC1	-0.7	-2	-9	-12
38	Cc1ccc(S(=O)(=O)CCC(=O)OCC(=O)c2c[nH]c3ccccc23)cc1	1.0	-1	20	3
39	Cc1cc(C)c(NC(=O)CN(C)C(=O)CCC(=O)c2ccc(C)s2)c(C)c1	-2.2	1	13	0
40	COC(=O)N/N=C/c1cccc([N+](=O)[O-])c1	-0.7	-3	8	-21

#	Mdm2 MdmX PPI	APJ ag	APJ antagonist	697 NFkB inh
33	-28	-2	5	21
34	9	-1	28	2
35	18	-1	28	0
36	16	-1	4	-11
37	15	-6	-24	10
38	15	-1	-9	12
39	15	-3	-5	9
40	-21	2	-19	-13

Single records, as listed above. Order of values: UPR CHOP act	XBP1 UPR activ	tim23-1 inh	Jurkat NFkB inh	Mdm2 MdmX PPI	APJ ag	APJ antagonist	697 NFkB inh
Cc1c(C#N)c(=O)c(-[n+]2ccccc2)c([S-])n1-c1ccc(Cl)cc1 as listed: -0.4	0	16	-4	-1	-4	12	3
CCOCCCNC(=O)c1oc2ccc3c(c2c1C)C(O)CC(C)(C)O3 (stereo not given) as listed: 0.1	2	-1	-10	18	-1	28	0
Cc1ccc(S(=O)(=O)CCC(=O)OCC(=O)c2c[nH]c3ccccc23)cc1 as listed: 1.0	-1	20	3	15	-1	-9	12
COC(=O)c1c(C)[nH]c(C(=O)CN2CCOCC2)c1C as listed: -0.8	0	-7	1	-17	-2	14	2
COc1ccc(NC(=O)CN(C)C(=O)c2cn(-c3ccccc3)nc2-c2ccc(OC)cc2)cc1 as listed: 1.4	-3	27	-6	9	-1	28	2

New compounds follow
#	mol	UPR CHOP act	XBP1 UPR activ	tim23-1 inh	Jurkat NFkB inh
41	CCOc1ccc(-n2nc3ccc(N)cc3n2)cc1	1.8	-3	30	-56
42	Cc1cc(OCC(=O)N(C)Cc2ccccc2)ccc1Cl	2.0	-1	24	-35
43	COc1ccc(C(=O)NCC(C)(C)CNC(=O)c2ccc(OC)c(OC)c2)cc1OC	0.3	2	-10	6
44	Cc1nnc(SCC(=O)NC2CCCC2)s1	-0.3	-2	0	7
45	Cc1ccc(S(=O)(=O)NCCN2CCOCC2)cc1	-1.6	-1	25	-8
46	CCOC(=O)Cc1c[nH]c2ccccc12	-0.4	-1	6	13
47	O=C(O)C1CC1C(=O)Nc1nc2c(Cl)cccc2s1 (stereo not given)	2.1	-5	-5	8
48	CCOc1ccccc1CN1CCNC(=O)C1CC(=O)N(C)C1CCOCC1 (stereo not given)	1.3	-7	-2	7

#	Mdm2 MdmX PPI	APJ ag	APJ antagonist	697 NFkB inh
41	-28	-1	24	-72
42	-1	-2	2	-35
43	21	-1	3	4
44	8	-4	2	21
45	21	4	-6	-14
46	7	-4	2	15
47	15	-3	-6	6
48	15	-3	15	8

Additional results
#	mol	UPR CHOP act	XBP1 UPR activ	tim23-1 inh	Jurkat NFkB inh
49	O=C(NCc1ccco1)c1ccc(Cn2c(=S)[nH]c3ccccc3c2=O)cc1	0.6	-1	4	-3
50	c1ccc2c(c1)NCC1CCCN21 (stereo not given)	0.1	-2	11	10
51	COc1ccc(/C=N/NC(=S)Nc2cccc(C(=O)O)c2)cc1	0.0	-2	17	11
52	NS(=O)(=O)c1ccc(NC2(C(=O)O)CCCC2)cc1	1.1	0	1	7
53	O/N=C/c1cc(Cl)ccc1OCc1ccccc1Cl	-0.5	1	-7	3
54	C=CCNC(=O)C(=O)c1cccn1-c1ccsc1C(=O)OC	-0.6	-3	5	-13
55	COc1ccc(N2CCN(C(c3cccs3)C(C)NC(=O)c3ccc4c(c3)OCO4)CC2)cc1 (stereo not given)	0.0	0	-5	-10
56	Cc1noc(C)c1S(=O)(=O)N1CCCC(C(=O)NCCc2ccc(Cl)cc2)C1 (stereo not given)	2.1	0	-1	1
57	Nc1nc2nccc(-c3ccc(Cl)cc3)n2n1	0.4	6	17	-24

#	Mdm2 MdmX PPI	APJ ag	APJ antagonist	697 NFkB inh
49	-12	4	10	15
50	29	7	-39	-8
51	13	-1	17	-54
52	6	-3	0	14
53	12	-14	3	12
54	20	-5	0	-12
55	-1	-2	3	-14
56	-13	-4	6	3
57	15	-2	1	9

Reprinted: nos. 49–51
#	mol	UPR CHOP act	XBP1 UPR activ	tim23-1 inh	Jurkat NFkB inh
49	O=C(NCc1ccco1)c1ccc(Cn2c(=S)[nH]c3ccccc3c2=O)cc1	0.6	-1	4	-3
50	c1ccc2c(c1)NCC1CCCN21 (stereo not given)	0.1	-2	11	10
51	COc1ccc(/C=N/NC(=S)Nc2cccc(C(=O)O)c2)cc1	0.0	-2	17	11

#	Mdm2 MdmX PPI	APJ ag	APJ antagonist	697 NFkB inh
49	-12	4	10	15
50	29	7	-39	-8
51	13	-1	17	-54
